# Screens from PubChem.
# N370S GC: qHTS Assay for Inhibitors and Activators of N370S glucocerebrosidase as a Potential Chaperone Treatment of Gaucher Disease; Lysosomal acid glucosylceramidase (Homo sapiens), P04062; N370S GC spleen homogenate, 4MU-glucoside fluorescence; Potency, µM (series often up to 59.4 µM), for the others: at the highest dose activity change, negative = inhibition, hits mostly inhibitors; 0.092% of 330,000 active; AID 2101, 2009;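 note: 0% = full enzyme activity and -100% = no enzyme basal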
# KAT2A inh: qHTS Assay for Inhibitors of GCN5L2; Histone acetyltransferase KAT2A (Homo sapiens), Q92830; GCN5L2 HAT assay, ThioGlo1 CoA-SH fluorescence; Potency, µM (doses to about 58.9 µM), for inactives: at the top dose activity change, negative = inhibition, most hits filed as inhibitors; 0.21% of 390,000 active; AID 504327, 2011
# Target sequence (Q92830 whole entry, looked up): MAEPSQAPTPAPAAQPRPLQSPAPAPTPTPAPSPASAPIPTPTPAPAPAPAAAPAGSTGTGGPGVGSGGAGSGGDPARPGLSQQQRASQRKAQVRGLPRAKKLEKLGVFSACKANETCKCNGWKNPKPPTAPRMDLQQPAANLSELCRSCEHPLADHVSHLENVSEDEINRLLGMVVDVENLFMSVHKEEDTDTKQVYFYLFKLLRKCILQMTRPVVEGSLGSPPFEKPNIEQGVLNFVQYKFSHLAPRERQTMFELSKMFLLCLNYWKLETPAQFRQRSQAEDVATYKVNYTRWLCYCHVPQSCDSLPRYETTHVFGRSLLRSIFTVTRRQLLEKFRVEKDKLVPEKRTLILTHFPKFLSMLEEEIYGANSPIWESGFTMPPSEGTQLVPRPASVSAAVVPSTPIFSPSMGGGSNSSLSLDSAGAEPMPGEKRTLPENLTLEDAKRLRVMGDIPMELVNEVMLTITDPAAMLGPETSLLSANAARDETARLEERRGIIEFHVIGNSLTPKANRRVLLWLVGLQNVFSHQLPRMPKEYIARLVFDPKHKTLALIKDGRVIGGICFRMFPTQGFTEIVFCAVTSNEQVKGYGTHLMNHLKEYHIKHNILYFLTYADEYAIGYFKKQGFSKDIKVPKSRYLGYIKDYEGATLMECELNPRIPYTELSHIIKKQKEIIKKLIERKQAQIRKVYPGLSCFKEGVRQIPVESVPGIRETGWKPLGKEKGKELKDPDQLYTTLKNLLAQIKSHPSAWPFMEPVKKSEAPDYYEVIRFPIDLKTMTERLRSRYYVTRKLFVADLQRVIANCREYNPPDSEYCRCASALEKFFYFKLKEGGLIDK
#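 Fluorescence readout, Ex340nm/Em540nm: ThioGlo1 (50uM final) reacts with free CoA thiol released as 20nM GCN5L2 acetylates H3(1-25) peptide (75uM) using acetyl-CoA (70uM). Compound and enzyme sat 15 min beforehand; 20 min room-temperature reaction.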
# FEN1 inhibitor: qHTS Assay for the Inhibitors of Human Flap endonuclease 1 (FEN1); 0.35% of 390,000 active; Potency, µM (doses to about 114 µM), for inactives: at the highest dose activity change, negative = inhibition, usual class: inhibitors; AID 588795, 2011; P39748; Recombinant FEN1 flap cleavage, fluorescence, 15 min; note: nearly all actives have a fitted effect of over 65% in size
#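 FEN1 at 10 nM preincubated with compounds 15 min at room temperature, then flap DNA substrate added at 50 nM final. Signal read at 0 and 15 min; concentration-response fitted with four-parameter Hill equation.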
# * = called active by the depositor; ? = inconclusive; · = no result given; & = joins results of further samples; [ ] = dose if it differs, or a comment. Calls come from the whole dose curve; as a rule, active = well fitted curve in the direction sought with a large enough effect; inconclusive = small, poorly fitted or top-dose-only effect, or another doubt; inactive = no such curve, though single readings can be large; an effect the other way counts as inactive or inconclusive. Unless noted, % is set by controls: 0 for no effect and ±100 for the full control effect; potency is the fitted concentration of half-maximal effect.
# Values run as follows: N370S GC | KAT2A inh | FEN1 inhibitor
> Cc1ccc(OCCOC(=O)c2nc3nccc(C)n3n2)cc1
→ -1% | -8% | -10%
> CC1(C)Cc2noc(N)c2C(C)(C)N1O
→ -18% | -17% | 0%
> Cc1oc(-c2ccccc2F)nc1CS(=O)(=O)CC(=O)N1CCN(Cc2ccccc2)CC1
→ -5% | 5% | -12%
> Cc1c(NC(=S)NC(=O)c2cccc3ccccc23)cccc1C(=O)O
→ 0% | 1% | -1%
> Cc1ccc(S(=O)(=O)N(CC(=O)N2CCc3ccccc3C2)c2ccc(C)c(C)c2)cc1
→ · | 2% | -11%
> Cc1ccc(/C=C/C(=O)OCC(=O)Nc2ccccc2Sc2ccccc2)cc1
→ -2% | -6% | -1%
> O=C1CCCc2c1cc(-c1ccccc1)n2-c1ccccc1
→ -5% | 4% | -10%
> COc1ccccc1C(=O)N/N=C1/NC(=O)CC(C(=O)Nc2ccccc2)S1 (stereo not drawn)
→ 10% | -4% | 1%
> COc1ccc(C2=Nn3c(nnc3-c3ccccc3F)SC2)cc1OCC1CC1
→ · | -11% | -27%
> COC(=O)C1=C(C(=O)OC)[C@@H]2N(C)c3ccccc3[C@@]23C[C@@H](C(=O)OC)N(C(=O)c2cccs2)C3=N1
→ 4%[12.8 µM] | -4% | 0%
> O=C(CSc1nc2c(c(=O)n1-c1ccc(F)cc1)SCC2)N1CCCC1
→ 20% | -3% | 3%
> COc1cccc(C2=CC(=O)C[C@H](c3ccc(F)cc3)C2)c1OC
→ · | 5% | -8%
> Fc1ccc(NC(=S)Nc2ccc(Cl)cc2Cl)cc1
→ 3% | -6% | -4%
> COc1ccc(C(=O)Nc2cc(NC(=O)c3ccco3)ccc2OC)cc1Cl
→ · | -8% | 16%
> c1ccc(C2Oc3ccccc3C3CC(c4cccs4)=NN32)cc1 (stereo not drawn)
→ 9% | -10% | -3%
> O=C(Nc1ccc2nn(-c3ccccc3)nc2c1)c1cccs1
→ 11% | -18% | -4%
> N#C/C(=C/c1cn(CC(=O)O)c2ccccc12)C(=O)NCc1ccccc1
→ 3% | -9% | 4%
> CCCc1c(C)c2ccccc2[nH]c1=O
→ 12% | 0% | -5%
> O=C1CC(SCc2nc3ccccc3[nH]2)C(=O)N1c1ccc(Cl)cc1 (stereo not drawn)
→ 4% | 5% | 11%
> O=C(Cn1cc(SCc2cccc(C(F)(F)F)c2)c2ccccc21)N1CCCCCC1
→ · | -14% | 3%
> CCOc1ccccc1NC(=O)c1nc(S(=O)(=O)Cc2cccc(C)c2)ncc1Cl
→ 4% | -6%&-5% | 9%&-3%
> O=C(NCC(=O)N1CCCC(C(F)(F)F)C1)c1ccccc1Br (stereo not drawn)
→ -6% | -3% | -1%
> O=C(NCc1ccc2c(c1)OCO2)C12CC3CC(CC(C3)C1)C2
→ ? | 0% | 1%
> CCN(C[C@H]1N[C@@](CC)(C(=O)OC)[C@H]2C(=O)N(Cc3ccccc3)C(=O)[C@@H]12)S(=O)(=O)c1ccc(C(C)(C)C)cc1
→ · | -2% | -20%
> CCOc1ccc(NC(=O)N(CCN(C)C)C(C)c2cccnc2)cc1 (stereo not drawn)
→ 3% | -11% | -14%
> O=C(Nc1ccccc1NC(=O)c1c(F)cccc1F)c1c(F)cccc1F
→ -6% | ? | ?
> Cc1ccc(N2C(=O)CC(Nc3ccc(Cl)c(S(=O)(=O)N(C)C)c3)C2=O)c(C)c1 (stereo not drawn)
→ 3% | -5% | 11%
> CCc1ccccc1NC(=O)Cn1c(=O)n(-c2ccc(C)cc2)c(=O)c2c1c1cc(C)ccc1n2C
→ · | -10% | 1%
> CCOC(=O)Nc1ccccc1C(=O)Nc1cc(C)cc(C)c1
→ 3% | -29% | -7%
> Cc1ccccc1C1CC(=O)Oc2cc(O)ccc21 (stereo not drawn)
→ -3%[89.1 µM] | -5% | 1%
> CCCNC(=O)Cn1cnc2sc(C(=O)Nc3ccc4c(c3)OCO4)c(C)c2c1=O
→ 7% | -6% | -14%
> CCCn1c(SCC(=O)NC2CCCC2)nnc1-c1cccnc1
→ -1% | -4% | -1%
> COC(=O)[C@@]12CCCN1[C@H](c1ccc(-c3cccc(Cl)c3)cc1)[C@H]1C(=O)N(C)C(=O)[C@H]12
→ ? | 4% | 7%
> CNc1nc(C)nc(N/N=C/c2ccccc2)n1
→ 3% | 14% | 1%
> O=S(=O)(Cc1ccccc1)Oc1ccccc1
→ -11% | -12% | 2%
> COc1ccc(-n2c(-c3cccc(F)c3)nc3c(cnn3-c3ccc(C)cc3)c2=O)cc1
→ · | -4% | 12%
> Cc1ccc(-n2ncc(C(=O)NC3CCCC3)c2C2CCN(C(=O)OC(C)(C)C)CC2)c(C)c1
→ · | -4% | -21%
> CCCNC(=O)N1CCN(C(=O)NCCC)CC1
→ -11% | -9% | -6%
> COc1ccc(NC(=O)NC2(C(=O)N3CCCCC3)CCCCC2)cc1
→ -18% | -5% | 4%
> CN(CC(=O)Nc1ccccc1Cl)C(=O)C1CCN(C(=O)c2ccc(Cl)cc2)CC1
→ -5% | -12% | 5%
> COC(=O)c1cc(S(=O)(=O)N2CCN(Cc3ccccc3)CC2)cn1C
→ 2% | ? | 11%
> Cn1c(CCCCCN)nc2ccccc21
→ 5% | -8% | -2%
> CC(C)OCCCNC(=O)CN1C(=O)/C(=C/c2ccccc2F)Oc2ccccc21
→ 1% | 3% | 14%
> COc1cccc(NC2=NCCCCC2)c1
→ -9% | 0% | 7%
> Cc1n[nH]c(C)c1S(=O)(=O)N1CCCC(C(=O)Nc2ccc(Br)cc2)C1 (stereo not drawn)
→ -7% | -1%&-6% | 0%&14%
> O=C(O)C1Cc2[nH]cnc2C(c2ccccc2O)N1 (stereo not drawn)
→ 2% | 0% | 1%
> CCN(CC)CCn1c2c(c(SCC(=O)Nc3ccc(C(C)C)cc3)nc1=O)CCC2
→ -13% | -8% | 6%
> COc1cc([N+](=O)[O-])cc(/C=N/NC(=O)C(C)Nc2cccc(C)c2)c1O (stereo not drawn)
→ 1% | 31%[activator] | -7%
> Cc1ccc(-c2n[nH]c(=S)n2/N=C/C=C/c2ccccc2[N+](=O)[O-])cc1
→ 2% | -14% | ?
> O=Cc1cc(CCC(=O)O)ccc1O
→ -9% | 0% | -21%
> CCOC(=O)NC1(Nc2ccc(Cl)cn2)Oc2ccccc2O1
→ -2% | 0% | ·
> CN(CCC#N)C(=O)COC(=O)C1c2ccccc2Oc2ccccc21
→ -1% | -1% | -3%
> O=C(CN1C(=O)c2ccccc2S1(=O)=O)Nc1ccc(S(=O)(=O)N2CCCCCC2)cc1
→ 9% | -7% | -17%
> CCN(C(=O)CSc1nnc(-c2ccc(Cl)cc2)n1C)C1CCS(=O)(=O)C1 (stereo not drawn)
→ 4% | -1% | 2%
> O=C1C(=O)N(CCCn2ccnc2)C(c2cccc(Br)c2)/C1=C(\O)c1ccc2c(c1)OCCO2 (stereo not drawn)
→ -17% | -6% | -5%
> CC1CCN(c2ccc([N+](=O)[O-])cc2C(N)=O)CC1
→ -20% | 6% | -3%
> Cc1ccc(CN(C(=O)c2ccco2)C(C(=O)NC2CCCC2)c2cccnc2)cc1 (stereo not drawn)
→ 0% | -5% | 1%
> COc1ccc([C@H]2CC(=O)C=C(c3ccc(OC(F)(F)F)cc3)C2)cc1
→ · | -10% | -4%
> CC(=O)Nc1ccc(C(=O)NNC(=O)c2ccc(Cl)cc2)cc1
→ -1% | -1% | -3%
> COc1cccc(CN(C(=O)/C=C/c2ccc(Cl)cc2)C2CCS(=O)(=O)C2)c1 (stereo not drawn)
→ -1% | -15% | 5%

# Full records, quoted from the list. Order of screens: N370S GC	KAT2A inh	FEN1 inhibitor
# Cn1c(CCCCCN)nc2ccccc21 in the list: 5%	-8%	-2%
# COc1ccc(C2=Nn3c(nnc3-c3ccccc3F)SC2)cc1OCC1CC1 in the list: ·	-11%	-27%
# CCN(C(=O)CSc1nnc(-c2ccc(Cl)cc2)n1C)C1CCS(=O)(=O)C1 (stereo not drawn) in the list: 4%	-1%	2%
# Cc1oc(-c2ccccc2F)nc1CS(=O)(=O)CC(=O)N1CCN(Cc2ccccc2)CC1 in the list: -5%	5%	-12%

# Returning to the listing with the 3 entries that preceded the break.
# Values run as follows: N370S GC | KAT2A inh | FEN1 inhibitor
> COc1ccc([C@H]2CC(=O)C=C(c3ccc(OC(F)(F)F)cc3)C2)cc1
→ · | -10% | -4%
> CC(=O)Nc1ccc(C(=O)NNC(=O)c2ccc(Cl)cc2)cc1
→ -1% | -1% | -3%
> COc1cccc(CN(C(=O)/C=C/c2ccc(Cl)cc2)C2CCS(=O)(=O)C2)c1 (stereo not drawn)
→ -1% | -15% | 5%
> COC(=O)C1=C(C)NC(c2c(O)ccc3ccccc23)C(C(=O)OC)=C1C (stereo not drawn)
→ -3% | -2% | 2%
> NC(=O)c1ccc(SCC(=O)OCC(=O)NCc2ccco2)c([N+](=O)[O-])c1
→ -2% | 0% | -9%
> CCN(CC)CCNC(=O)c1nn(-c2ccc(OC)c(Cl)c2)c(=O)c2c1c1ccccc1n2C
→ · | -3% | 17%
> c1ccc2c(c1)CC1(CCCC1)n1nnnc1-2
→ -6% | -2% | 3%
> COc1ccc(OC)c(NC(=O)N2c3ccccc3Sc3ccccc32)c1
→ · | -1% | -18%
> O=C(CCC(=O)Nc1ccccc1)N/N=C/c1ccco1
→ -4% | 0% | 7%
> CCOC(=O)c1[nH]c2cc3c(cc2c1CCCN1C(=O)c2ccccc2C1=O)OCCO3
→ 0% | 6% | -1%
> CSCCC(NS(=O)(=O)c1ccc(Cl)cc1)C(=O)OCc1cccc(Cl)c1 (stereo not drawn)
→ 3% | -11% | 0%
> Cn1c(=O)[nH]c(=O)c2c1nc1n2CCS1
→ -1% | -2% | 0%
> COC(=O)c1ccc(NC2CC(=O)N(c3ccccc3C)C2=O)cc1 (stereo not drawn)
→ 1% | -3% | -6%
> COc1ccc(Cn2ccnc2SCC(=O)Nc2ccccc2F)cc1
→ -3% | -8% | 3%
> O=C(c1ccc(-c2ccccc2)cc1)N1CCN(c2ccccn2)CC1
→ 1% | -5% | -4%
> COc1ccc2c(=O)c(-c3ccccc3C)c(C)oc2c1
→ 6% | -9% | -2%
> C[C@H](CCC(=O)NCCS(=O)(=O)O)C1CC[C@H]2C3CC[C@@H]4C[C@H](O)CC[C@]4(C)C3C[C@H](O)[C@]12C (stereo partly drawn)
→ -1% | -7% | ·
> O=c1[nH]cc(O)c(=O)[nH]1
→ -1% | 2% | -14%
> COc1ccc(CCNC(=O)c2ccc3nc(CCc4ccccc4)oc3c2)cc1OC
→ · | 6% | 20%
> CCN(CC)S(=O)(=O)c1cc(C(=O)Nc2ccccc2[N+](=O)[O-])ccc1Cl
→ -2% | -2% | 13%
> CCn1nc(C)cc1C(=O)N1CCCC(C(=O)c2cccc(OC)c2)C1 (stereo not drawn)
→ -25% | -10% | -11%
> Cc1ccc(NC(=O)CN(C)C(=O)Cn2nnc(-c3ccccc3)n2)cc1
→ -6% | -15% | -6%
> CCOc1ccc2nc(N3CCCC(C(=O)NCC4CCCO4)C3)sc2c1 (stereo not drawn)
→ -1% | -4% | 24%
> Cc1cc(-c2onc(C)c2C(=O)O)no1
→ 4% | -5% | 2%
> COc1cccc(CN2CCNC(=O)C2CC(=O)NC2CCCCC2)c1OC (stereo not drawn)
→ -5% | 0% | 0%
> Cc1ccccc1CSc1nnc(-c2cnccn2)n1C
→ -6% | 4% | 5%
> NC(N)=NS(=O)(=O)c1ccc(NC(=S)NC(=O)c2sc3ccccc3c2Cl)cc1
→ 2% | -3% | 0%
> CC(C)OCCOc1ccc2oc(-c3ccco3)cc(=O)c2c1
→ ? | -2% | -2%
> CCCCCCSc1ccc([C@H]2N[C@@](Cc3ccccc3)(C(=O)OC)[C@H]3C(=O)N(CC)C(=O)[C@@H]23)cc1
→ -5% | -4% | -22%
> Cc1ccccc1NS(=O)(=O)c1cc(C(=O)N2CCCC2)ccc1C
→ 1% | -5% | 11%
> CCCCCCCCCCOC(=O)Cn1c(COc2ccc(OC)cc2)[n+](C)c2ccccc21
→ ? | -6%&-8% | -16%&9%
> CCOC(=O)c1sc(=S)n(C)c1NC(=O)c1ccc(OC)cc1
→ 3% | ? | -1%
> C/C(=N\NC(=O)CCC(=O)Nc1ccc(C)c(C)c1)C1CC1
→ 1% | -2% | -9%
> Cc1nn(C)cc1/C=N/NC(=S)Nc1ccc(Cl)cc1Cl
→ 7% | -3% | -3%
> COc1ccc(OC)c(C2C(C(=O)Nc3cccnc3)=C(C)NC3=C2C(=O)CCC3)c1 (stereo not drawn)
→ -1% | 2% | 5%
> Cc1ccccc1NC1=NC(=S)N(c2ccccc2)C12CCCCC2
→ 4% | -4% | -23%
> CCN(Cc1cc2ccccc2[nH]c1=O)C(=O)C1CCCCC1
→ 6% | -10% | -2%
> CC1CCCCC1NC(=O)COC(=O)c1c2c(nc3ccccc13)/C(=C/c1ccco1)CC2 (stereo not drawn)
→ -5% | ? | ?
